FBW7 activator – human FBW7 E3 ligase activation, primary screen | Q969H0 | AlphaScreen FBW7–phospho-cyclin E peptide binding, activator screen | normalized activity (activation), % at 26.1 µM | actives 0.13% (n = 650,000) | AID 1259310; in the data active = normalized activity above about 1.9%;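 also: purified mutant Fbw7 with reduced substrate affinity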
GPR151 activ – activators of human GPR151; actives 1% (n = 650,000); Q8TDV0; PathHunter beta-arrestin GPR151 cells, luminescence; activation, % at 11.2 µM; in the data active = activation above about 4.9%;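 also: 0% = median of compound wells and 100% = cells with positive control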
Target sequence (Q8TDV0 whole entry, looked up): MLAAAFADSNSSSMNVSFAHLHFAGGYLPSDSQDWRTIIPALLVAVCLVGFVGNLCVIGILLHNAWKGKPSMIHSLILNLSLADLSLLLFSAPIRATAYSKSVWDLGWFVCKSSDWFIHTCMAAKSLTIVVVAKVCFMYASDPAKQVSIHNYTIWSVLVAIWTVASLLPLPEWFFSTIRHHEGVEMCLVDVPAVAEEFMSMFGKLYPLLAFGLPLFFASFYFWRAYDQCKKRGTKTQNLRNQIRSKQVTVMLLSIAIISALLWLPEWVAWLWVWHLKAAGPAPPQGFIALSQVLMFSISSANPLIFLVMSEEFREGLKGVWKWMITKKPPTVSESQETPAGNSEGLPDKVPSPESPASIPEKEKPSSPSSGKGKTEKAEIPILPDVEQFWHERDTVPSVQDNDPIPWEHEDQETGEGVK
TEAD-YAP block – TEAD-YAP interaction inhibition. HEK-TIYL cells, TEAD-Gal4/YAP UAS-luciferase luminescence. inhibition, % at 9.12 µM. actives 1.4% (n = 640,000); in the data active = inhibition above about 32%;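 also: 0% = median of test compound wells and 100% = reference inhibitor wells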
MITF inh – human MITF inhibition, primary screen; O75030; AlphaScreen MITF homodimerization, bead proximity signal; inhibition, % at 2.6 µM; actives 0.91% (n = 650,000); in the data active = inhibition above about 50%;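 also: 0% = vehicle wells with protein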
Target sequence (O75030 whole entry, looked up): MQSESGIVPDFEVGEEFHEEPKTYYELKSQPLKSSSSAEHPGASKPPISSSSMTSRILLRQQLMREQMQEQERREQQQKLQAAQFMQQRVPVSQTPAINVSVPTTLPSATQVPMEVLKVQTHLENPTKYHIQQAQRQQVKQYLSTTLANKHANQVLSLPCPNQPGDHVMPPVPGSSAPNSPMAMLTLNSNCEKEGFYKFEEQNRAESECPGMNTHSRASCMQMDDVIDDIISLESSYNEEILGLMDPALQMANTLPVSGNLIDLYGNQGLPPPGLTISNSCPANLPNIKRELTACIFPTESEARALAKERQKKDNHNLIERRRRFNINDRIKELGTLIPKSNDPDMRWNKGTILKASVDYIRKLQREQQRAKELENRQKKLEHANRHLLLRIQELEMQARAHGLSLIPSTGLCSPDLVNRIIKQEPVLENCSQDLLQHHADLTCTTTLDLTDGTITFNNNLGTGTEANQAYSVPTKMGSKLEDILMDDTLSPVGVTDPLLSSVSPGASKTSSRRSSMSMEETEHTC
* hit, by the source's call; x = no result given; & = joins results of further samples.

SMILES	FBW7 activator	GPR151 activ	TEAD-YAP block	MITF inh
CC(C)Cn1c(=O)c2ccccc2n2c(SCC(=O)N3C(C)CCCC3C)nnc12 (centres undefined)	0.1	1.0	-2	-4
Cc1ccc(NC(=O)CSc2nnc(C)c3ccccc23)cc1	0.0	0.7	-3	-6
N#Cc1c(NC(=O)/C=C/C(=O)O)sc2c1CCN(Cc1ccccc1)C2	0.0	1.3	0	-6
CSCCC(NC(=O)c1ccccc1)C(=O)N/N=C/C=C/c1ccccc1 (centres undefined)	-0.1	0.5	1	13
Cn1cccc1/C=C1/C(=O)NC(=S)N(c2ccc(Br)cc2)C1=O	-0.3	-0.2	-8	-9
CCCCc1ccc(C(=O)Nn2c(-c3cccc(OC)c3)nc3ccccc3c2=O)cc1	0.2	-1.6	10	1
CC1(C)C(=O)OC(c2ccccc2F)C2(CCCCC2)C1=O (centres undefined)	-0.1	5.3*	1	4
CCCOc1ccccc1C1Nc2ccccc2-c2nnc(SCCC)nc2O1 (centres undefined)	-0.1	1.0	-42	8
O=C(CSc1nc2ccc(N3CCCCC3)cc2c(=O)n1Cc1ccccc1)c1ccc(O)c(O)c1	-0.2	0.2	-2	18
CC(=O)N1CCc2cc([N+](=O)[O-])ccc21	0.2	1.3	13	13
CC1CCN(Cc2nc3c([nH]2)c(=O)n(C)c(=O)n3C)CC1	0.1	1.5	3	10
c1ccc(-c2cc(N3CCN(c4ccccn4)CC3)nc(-c3ccccn3)n2)cc1	-0.3	0.7	16	3
COc1ccccc1OCCC(=O)N1CCC(C(N)=O)CC1	-0.1	0.3	-6	-2
C=CCOc1ccc(/C(CC)=N/O)c(OC)c1	0.0	-0.1	-6	13
Cc1n[nH]c(C)c1CCC(=O)NCC1Cc2c(ccc3cc(-c4cccnc4)ccc23)O1 (centres undefined)	0.0	1.6	-36	-11
CC(C)(C)c1ccc(C(=O)Nc2ccc(C(=O)NCc3cccnc3)cc2)cc1	-0.1	-0.7	29	4
CCOC(=O)C1=C(c2ccccc2)S/C(=C2/C(=S)C(C)(C)N(C(=O)CC)c3ccc(C)cc32)S1	0.0	2.3	1	4
COCCNC(=O)/C(C#N)=C/c1cc(C)n(C2CCCCC2)c1C	0.1	-0.6	23	-7
CCOC(=O)c1sc(NC(=O)COc2ccc(Cl)cc2)nc1C	0.1	-0.3	3	-15
OCc1ccccc1-c1cnc2c(NCc3ccncc3)nccn12	-0.5	0.2	25	-11
Cc1cc(C(=O)NC(=S)Nc2ccccc2N2CCOCC2)ccc1[N+](=O)[O-]	-0.3	0.4	0	5
COc1ccc(/C=C/C(=O)Nc2sc(C(=O)OC(C)C)c(C)c2C(N)=O)cc1	0.0	1.7	-2	3
CC(=O)c1cc2c(cc1NC(=O)C(C)(C)C)OCCO2	0.0	-0.6	-5	-7
O=C(NC1CCCCC1)N1CCc2ccccc2C1	0.1	-0.1	-24	4
C=CCn1c(SCC(=O)Nc2ccc(Br)cc2)nnc1-c1cccnc1	0.1	3.0	2	21

Full records as entered above:
CC(C)Cn1c(=O)c2ccccc2n2c(SCC(=O)N3C(C)CCCC3C)nnc12 (centres undefined) reads FBW7 activator: 0.1; GPR151 activ: 1.0; TEAD-YAP block: -2; MITF inh: -4
Cc1ccc(NC(=O)CSc2nnc(C)c3ccccc23)cc1 reads FBW7 activator: 0.0; GPR151 activ: 0.7; TEAD-YAP block: -3; MITF inh: -6

A few values from the list:
`c1ccc(-c2cc(N3CCN(c4ccccn4)CC3)nc(-c3ccccn3)n2)cc1` @ MITF inh = 3
`CCOC(=O)c1sc(NC(=O)COc2ccc(Cl)cc2)nc1C` @ FBW7 activator = 0.1
`COCCNC(=O)/C(C#N)=C/c1cc(C)n(C2CCCCC2)c1C` @ TEAD-YAP block = 23

(listing goes on)
SMILES	FBW7 activator	GPR151 activ	TEAD-YAP block	MITF inh
COc1cc(Br)cc(/C=N\NC(=O)c2ccc(C)nc2)c1O	-0.7	-1.3	35*	61*
Nc1nonc1-n1nnc(C(=O)N/N=C/c2ccccc2)c1-c1ccc([N+](=O)[O-])cc1	0.0	3.1	-3	7
Cc1nc(CSc2nnnn2-c2ccccc2)cs1	0.5	0.2	2	22
COc1ccc(OC)c(C2C3=C(CCCC3=O)N(c3ccccc3)C(=N)/C2=C(/O)c2ccccc2)c1 (centres undefined)	0.0	0.3	7	10
CC1=NN(c2ccccc2)C(=O)/C1=C\c1c(O)n(-c2cccc(C)c2)c(=O)[nH]c1=O	-0.5	-0.7	5	7
O=C(NCCCN1CCCC1=O)c1ccc2nc(Nc3cnccn3)sc2c1	0.2	-2.0	-6	24
O=C(CCCc1ccccc1)Nc1ccc(F)cc1[N+](=O)[O-]	-0.6	1.4	-20	21
CC(=O)N1CCC(N(CCCOC(C)C)C(=S)Nc2cccc(F)c2)CC1	0.1	-0.6	5	7
O=C(COc1ccccc1[N+](=O)[O-])N/N=C/c1ccc(OC(=O)c2ccco2)cc1	0.1	0.9	2	-3
CC(C)CC(C(=O)NNC(=O)c1ccccn1)N1C(=O)c2cccc([N+](=O)[O-])c2C1=O (centres undefined)	-1.1	-1.1	-7	6
CC1CCCN(C2=NC(=O)/C(=C/c3ccccc3O)S2)C1 (centres undefined)	0.7	-0.3	-5	7
CCOC(=O)C1CCN(c2c(NCCCN(CC)c3ccccc3)c(=O)c2=O)CC1	-0.1	0.3	7	20
CCC(=O)N(c1ccc(C)c(C)c1)C1C=CS(=O)(=O)C1 (centres undefined)	-0.1	1.6	-5	14
CCOC(=O)c1c(C)n(C)c2ccc(OCC(O)CNC3CCCCC3)cc12 (centres undefined)	0.1	0.8	-28	7
CCOC(=O)c1c(C)c(C(=O)Nc2cccc(Cl)c2C)c(C)n1C	0.1	-0.2	-6	-2
Cc1ccc(C(=O)CSc2nc(-c3ccccc3)cn2-c2ccc(Br)cc2)cc1	0.0	-0.4	7	12
C=CCOc1ccc(/C=c2\sc3n(c2=O)C(c2ccc(OCC)c(OCC)c2)C(C(=O)OCC)=C(C)N=3)cc1 (centres undefined)	0.0	0.9	0	4
COc1ccc(-c2cn3c4c(nnc3n2)CCCC4)cc1	0.1	-0.4	-64	3
COc1ccc(/C=N/NC(=O)CSc2ccccn2)c(OC)c1	0.2	-1.6	-5	21
CCOc1ccccc1NC(=O)c1nccnc1CO	-0.1	-0.5	4	21
CCCCOC(=O)c1ccccc1C(=O)N(C1CCCCC1)C1CCCCC1	0.2	-1.1	-4	-7
CCc1c(C(=O)NCCc2cccc(C)c2)[nH]c(C)c1C(C)=O	0.0	0.7	6	1
Cc1cc(CNC(=S)Nc2ccc(S(N)(=O)=O)cc2)nn1C	0.2	-1.9	-1	14
O=c1nc(SCc2ccccc2F)c2c(n1Cc1ccncc1)CCC2	-0.6	0.0	7	-11
CCc1cccc(C)c1NC(=O)c1cc(OC)c(OC)c(OC)c1	-0.1	0.0	4	-9

(further entries)
SMILES	FBW7 activator	GPR151 activ	TEAD-YAP block	MITF inh
COc1ccc(/C(O)=C2\C(=N)N(c3ccc([N+](=O)[O-])cc3C)C3=C(C(=O)CCC3)C2c2ccc3c(c2)OCO3)cc1 (centres undefined)	-0.2	-0.8	-17	13
CC[C@H](Cn1nnn(-c2ccccc2)c1=O)NC(=O)c1cnc(C)cn1	0.0	-0.1	-3	4
Cc1ccnc(N)c1	0.0	-2.2	x	1
O=C(Nc1ccc(Cl)cc1)Nc1nnc(N2CCCCC2)s1	-0.2	-0.2	-9	-1
CCOC(=O)C(C)NC(=O)C(CC(=O)OCc1ccccc1)NC(=O)C(C)N (centres undefined)	-0.1	0.3	-4	-7
CC(C)NC(=S)Nc1ccc2nccnc2c1	-0.1	-0.6	-10	-3
Cc1nc2ccccc2n1S(=O)(=O)c1ccc(F)cc1	0.1	-0.1	-9	5
Cc1cc(OC(=O)/C=C/c2ccc(F)cc2)cc(=O)o1	0.0	-0.7	1	-6
COc1cc2c(cc1OC)CN(Cc1ccccc1)CC2	0.1	-0.9	6	-5
CCOC(=O)C1=C(C)NC2=C(C(=O)C(C(=O)OCC)C(c3ccccc3OC)C2)C1c1cccc([N+](=O)[O-])c1 (centres undefined)	-0.1	2.8	5	2
Cc1cccc(NC(=O)c2cccc(NC(=O)c3ccc(Br)cc3)c2)c1	0.2	-1.5	6	-2
O=C(c1ccc(-n2c(=S)[nH]c3ccccc3c2=O)cc1)N1CCN(Cc2ccc3c(c2)OCO3)CC1	0.1	0.9	7	7
O=c1[nH]c(SCc2ccccc2)nc2sc3c(c12)CCc1ccccc1-3	-0.2	-0.5	3	0
COc1cc(/C=N/NC(=O)C2CCN(CC(O)COCc3ccccc3)CC2)ccc1O (centres undefined)	0.1	-0.4	7	-8
C=CCn1c(=N)n(CC(=O)c2ccc(Cl)c(Cl)c2)c2ccccc21	0.6	-1.3	-5	-9
CC[C@H]1OC(=O)[C@H](C)[C@@H](O[C@H]2C[C@@](C)(OC)[C@@H](O)[C@H](C)O2)[C@H](C)[C@@H](O[C@@H]2O[C@H](C)C[C@H](N(C)C)[C@H]2O)[C@](C)(O)C[C@@H](C)/C(=N\OCOCCOC)[C@H](C)[C@@H](O)[C@]1(C)O	-0.2&-0.1	-0.9&-0.8	-4	-6&-10
CCN(Cc1ccccc1)C(=O)C1(S(=O)(=O)c2ccc(Cl)cc2)CC1	0.0	2.2	3	-3
O=C(NCCc1ccc(F)cc1)c1cccc(I)c1	0.8	-0.6	-39	0
Nc1nc(SCC(=O)NCCc2ccccc2)[nH]c(=O)c1NC(=O)c1ccc(F)cc1	-0.1	0.9	-11	-12
COc1cc2c(cc1OC)C(C(=O)N1CCCCC1)C1c3ccccc3CCN1C2=O (centres undefined)	1.9*	-0.8	-6	24
O=c1[nH]c(=O)n(-c2ccccc2)c(O)c1C=Nc1cc(Cl)ccc1Cl	0.0	-0.5	3	16
O=C1N[C@H](Cc2ccccc2)C(=O)N2C[C@@H](NCc3nc(-c4ccc(F)cc4)cs3)C[C@@H]12	0.0	-1.2	-18	-6
Cc1ccc(OCC(=O)N2CCCC2)c(C)c1	-0.1	0.9	-15	13
COC(=O)c1cc(C(=O)Nc2ccc(F)c(F)c2)cc([N+](=O)[O-])c1	0.1	-2.6	7	19
Cc1ccc(S(=O)(=O)N2CCCC2CNC(=O)c2ccc(F)c(F)c2)cc1 (centres undefined)	0.1	-0.1	2	8

Two records drawn at random from those above:
SMILES	FBW7 activator	GPR151 activ	TEAD-YAP block	MITF inh
Cn1cccc1/C=C1/C(=O)NC(=S)N(c2ccc(Br)cc2)C1=O	-0.3	-0.2	-8	-9
O=C(CCCc1ccccc1)Nc1ccc(F)cc1[N+](=O)[O-]	-0.6	1.4	-20	21

Continuation.
SMILES	FBW7 activator	GPR151 activ	TEAD-YAP block	MITF inh
COc1ccc(C2CC(C(F)(F)F)n3nc(C(=O)Nc4ccc([N+](=O)[O-])cc4Cl)cc3N2)cc1 (centres undefined)	0.3	-1.1	1	20
COc1ccc(CCNC(=O)CN2C(=O)c3cccc4cccc(c34)C2=O)cc1OC	-0.1	1.8	-10	-9
O=C(Nc1ccc(N2CCOCC2)cc1)C1CC(=O)N(c2ccccc2)C1 (centres undefined)	-0.2	-1.1	-4	-6
CN1CCc2nc3sc(C(=O)Nc4ccccc4)c(N)c3cc2C1	-0.2	0.0	-27	13
CC(C)(C)Nc1nc(Cl)nc(NCc2cccnc2)n1	0.1	0.6	-10	8
COCc1nc(Cl)c(C#N)c(C)c1[N+](=O)[O-]	0.1	1.9	-7	1
CCn1c(C2CC(=O)N(c3ccccc3F)C2)nc2ccccc21 (centres undefined)	0.0	-0.1	-5	0
Cc1ccccc1Nc1cc(C(=O)NCc2ccccn2)c2ccccc2n1	-0.6	-0.4	17	-21
CCOC(=O)C1=C(C)NC(=S)NC1c1c(O)ccc2ccccc12 (centres undefined)	0.4	4.1	1	4
O=C(O)C1CCN(C(=O)c2cnn(-c3ccccc3)c2-n2cccc2)CC1	-0.1	0.5	1	2
CCOC(=O)C1=C(C)N=c2s/c(=C\c3ccc(Cl)cc3)c(=O)n2C1c1ccc(C(C)C)cc1 (centres undefined)	0.0	-0.7	-1	-12
Nc1cccc(-c2nccc(NCc3cccc(C(F)(F)F)c3)n2)c1	0.0	-2.2	10	-2
Cc1noc(/C=C/N(C)C)c1S(=O)(=O)N1CCCC(C(=O)N2CCc3ccccc32)C1 (centres undefined)	0.1	0.4	-3	3
Cc1ccc(C(=O)N/C(=C/c2ccccc2F)C(=O)Nc2ccc(Cl)cc2)cc1	0.0	0.6	11	10
CCOC(=O)c1cc(-c2ccc(N(C)C)cc2)no1	0.1	3.6	-57	-6
Cc1cc(=O)nc2c3ccccc3n(C(C)C(=O)NCCc3ccc(Cl)cc3)n12 (centres undefined)	-0.2	0.1	-7	0
Cc1c(NC(=S)NC(=O)c2ccccc2Cl)c(=O)n(-c2ccccc2)n1C	-0.1	0.6	11	2
NC(=O)c1ccc(-n2c(SCc3ccc(Cl)cc3)nc3ccsc3c2=O)cc1	0.5	0.8	-12	16
COc1ccc(CN2CCN(C(=O)c3ccccc3)CC2)c(OC)c1	-0.1	0.0	15	60*
Cc1ccc2sc(C)[n+](CCO)c2c1	-0.2	-0.2	-7	-2
Cc1c(C(=O)N2CCN(C)CC2)oc2ccc(Br)cc12	-0.1	-0.6	-48	5

By substructure, the compounds so far with a thiophene ring, fused or not
SMILES	FBW7 activator	GPR151 activ	TEAD-YAP block	MITF inh
N#Cc1c(NC(=O)/C=C/C(=O)O)sc2c1CCN(Cc1ccccc1)C2	0.0	1.3	0	-6
COc1ccc(/C=C/C(=O)Nc2sc(C(=O)OC(C)C)c(C)c2C(N)=O)cc1	0.0	1.7	-2	3
O=c1[nH]c(SCc2ccccc2)nc2sc3c(c12)CCc1ccccc1-3	-0.2	-0.5	3	0
CN1CCc2nc3sc(C(=O)Nc4ccccc4)c(N)c3cc2C1	-0.2	0.0	-27	13
NC(=O)c1ccc(-n2c(SCc3ccc(Cl)cc3)nc3ccsc3c2=O)cc1	0.5	0.8	-12	16

Screening data as filed in PubChem.

An unsorted share of the library (roughly 3.4% active in at least one column).
